bIAP act = intestinal alkaline phosphatase (bovine) activation; actives 0.17% (n = 200,000); purified bovine IAP, CDP-star luminescence, 30 min; hits give high values; fold of DMSO-control signal, blank-subtracted; activation factor at 20 µM;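 active = activation factor of 2 or more at 20 µM, a signal rise over negative controls twice the positive control's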
TNAP inh hi DEA = TNAP (human) inhibition, high acceptor; P05186; purified TNAP, CDP-star luminescence, 1 M DEA; inhibition, % at 20 µM; actives 0.03% (n = 200,000); AID 1135;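 active = over 50% inhibition of tissue-nonspecific alkaline phosphatase at 20 µM in the single-dose screen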;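 also: plate controls were DMSO wells for no effect and EDTA-quenched wells as full inhibition for full effect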
Target sequence (P05186 whole entry, looked up): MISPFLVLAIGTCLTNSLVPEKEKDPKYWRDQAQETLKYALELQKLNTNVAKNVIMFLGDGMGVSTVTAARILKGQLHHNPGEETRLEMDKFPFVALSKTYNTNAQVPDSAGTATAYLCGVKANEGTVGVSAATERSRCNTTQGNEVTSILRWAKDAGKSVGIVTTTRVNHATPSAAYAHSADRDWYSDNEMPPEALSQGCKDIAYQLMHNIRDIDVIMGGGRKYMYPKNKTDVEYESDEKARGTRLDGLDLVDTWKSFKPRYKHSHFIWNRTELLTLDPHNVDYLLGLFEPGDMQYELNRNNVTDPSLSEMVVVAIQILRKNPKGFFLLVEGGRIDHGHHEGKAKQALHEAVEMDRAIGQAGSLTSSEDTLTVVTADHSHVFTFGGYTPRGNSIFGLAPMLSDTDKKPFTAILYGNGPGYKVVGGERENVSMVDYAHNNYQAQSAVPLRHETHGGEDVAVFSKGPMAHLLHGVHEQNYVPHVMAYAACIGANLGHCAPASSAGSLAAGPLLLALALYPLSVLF
PMI act hi M6P = activators of human phosphomannose isomerase at near-saturating mannose 6-phosphate; AID 1216; coupled PMI enzyme assay, resazurin fluorescence, 20 min; hits give high values; 1 = untreated enzyme, 0 = substrate-free blank; actives 0.34% (n = 190,000); activation factor at 20 µM;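 active = activation factor of 2 or more at 20 µM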
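Test system: human phosphomannose isomerase with PGI, G6PDH, diaphorase coupling enzymes; Amount: PMI at 15 ng/mL final; Reagent: Mannose-6-phosphate 1.0 mM (near-saturating) plus 0.22 mM NADP+; Timing: 20 min, room temperature; Technique: resorufin fluorescence at Ex 544/Em 590 nm; Dosing: 20 µM single dose.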
TNAP act hiacc = activators of human TNAP at high phosphate acceptor concentration; purified TNAP, CDP-star luminescence, 1 M DEA, 30 min; hits give high values; 0 = EDTA background, 1 = DMSO-only activity; P05186; activation factor at 20 µM; AID 1136; 200,000 tested, under 10 active;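 active = activation factor at least 2 at 20 µM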
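Control set: EDTA negative control, DMSO positive control / Assay system: human TNAP / Quantity: TNAP 1/800 final / Evaluation: TNAP activation factor scaled between EDTA and DMSO control wells / Measured by: luminescent substrate turnover signal / Compound dosing: one dose, 20 µM / Times: 30 min enzyme reaction at room temperature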
L major viab = reduces viability of Leishmania major promastigotes | resazurin fluorescence viability | inhibition, % at 10 µM | actives 9% (n = 200,000) | AID 1063; in the data active = inhibition above about 50%;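 also: promastigotes grown with compound for 44 hours at 28 °C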
Diaph inh CS = counter-screen for diaphorase-based assays: diaphorase inhibitors and chemical oxidizers; diaphorase resazurin-to-resorufin fluorescence, NADH, 16 min; bacterial (C. kluyveri) enzyme, not human; inhibition, % at 20 µM; actives 0.69% (n = 190,000);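 active = primary screen inhibition at 20 µM above a set limit, cut at about 50% in these data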;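 also: plate controls were DMSO with full reaction for no effect and wells lacking NADH for full effect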
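Test system: bacterial diaphorase enzyme (C. kluyveri); Quantity: 0.14 U/mL diaphorase, enzyme working solution; Times: reaction incubation of 16 min at room temperature; Measured by: fluorescence of resorufin formed from resazurin, Ex 544/Em 590 nm; Benchmarks: positive control minus NADH, DMSO neutral control.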
bIAP inhibitor = intestinal alkaline phosphatase (bovine) inhibition; 190,000 tested, under 10 active; inhibition, % at 20 µM; purified bovine IAP, CDP-star luminescence, 30 min;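 active = over 50% inhibition of intestinal alkaline phosphatase at 20 µM in the single-dose screen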
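System: purified bovine intestinal alkaline phosphatase (IAP) enzyme; Input: IAP diluted 1/65,000,000 in the well; Measured by: CDP-star luminescence signal; Compound dosing: 20 µM single dose; Incubation: 30 min reaction at room temperature.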
PMI act = activators of human phosphomannose isomerase; activation factor at 20 µM; purified human PMI, coupled resazurin fluorescence, 20 min; hits give high values; 1 = vehicle control, 0 substrate-free wells; actives 0.005% (n = 190,000);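 active = activation factor of 2 or more at 20 µM, relative to plate controls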
TNAP inh noacc = inhibitors of human TNAP without phosphate acceptor; AID 1012; inhibition, % at 20 µM; actives 0.26% (n = 200,000); P05186; purified TNAP, CDP-star luminescence, 30 min;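 active = tissue-nonspecific alkaline phosphatase inhibition above about 50% at 20 µM in the single-dose screen, limit read from the data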;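 also: 0% = DMSO negative control and 100% = EDTA positive control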
Diaph act CS = activates diaphorase or chemically reduces, flagging diaphorase assay artifacts; Diaphorase/resazurin coupled assay, resorufin fluorescence, 16 min; hits give high values; 1 = vehicle wells, 0 = NADH-free wells; activation factor at 20 µM; actives 0.005% (n = 190,000); AID 1229;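 active = diaphorase activity raised at least twofold by the compound at 20 µM; inactive = activation factor below 2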
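test system = bacterial diaphorase enzyme (C. kluyveri) | quantity = enzyme 0.07 U/mL final | reagent = NADH substrate 0.114 mM plus resazurin dye 0.1 mM, final | incubation = 16 min enzyme reaction, ambient temperature | buffer or medium = HEPES pH 7.4 buffer with MgCl2 and Tween 20 | signal = fluorescence of resorufin, 544 nm excitation, 590 nm emission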
An asterisk follows results filed as active; . = no result given.

SMILES	bIAP act	TNAP inh hi DEA	PMI act hi M6P	TNAP act hiacc	L major viab	Diaph inh CS	bIAP inhibitor	PMI act	TNAP inh noacc	Diaph act CS
CCOCCCn1c(N)c(C(=O)Nc2sc3c(c2C(=O)OC)CCCC3)c2nc3ccccc3nc21	1.1	-3.0	0.4	1	11.4	33.2	-10.7	0.6	-13.5	0.7
CCC(=NCc1cc(OC)cc(OC)c1)c1c(O)n(C)c(=O)n(C)c1=O	1.1	-5.5	0.9	1.1	0.1	8.2	-6.4	0.9	-8.2	0.9
COc1ccc(C(C)=O)cc1CC(C(=O)c1ccc(Br)cc1)N(C)C (stereo not given)	0.8	-1.4	1.1	1	4.6	13.9	17.3	0.9	-8.2	0.9
CCOC(=O)c1cc(C)sc1/N=C/C1C(=O)NC(=S)NC1=O	1	0.2	1.4	1	-4.2	16.3	2.3	1.1	-18.5	0.8
Clc1ccc(OCC#CCN2CCCCCC2)cc1	1	-6.4	1	1.1	85.1*	16.7	0.7	0.9	-18.6	0.8
COCc1cc(C2SCC(=O)Nc3c2c(=O)[nH]n3C(C)C)ccc1OC (stereo not given)	1	-4.1	1	1	-5.5	2.4	-4.6	1	-1.8	1
CC(C)NC(C)C(=O)c1ccc2ccccc2c1 (stereo not given)	1	-5.5	1	1.1	-6.5	-4.6	-4.0	1	-9.9	1
N=c1c2c(n(Cc3ccc(Cl)cc3Cl)c3c1CCC3)CCCC2	0.9	-3.8	0.8	1	100.2*	19.7	8.0	0.9	-7.9	0.8
CCC(C)N1C(=O)/C(=C\c2cc3c4c(c2)CCCN4CCC3)C(=O)NC1=S (stereo not given)	1.1	4.2	1.6	1	97.5*	12.8	-10.3	1.2	41.7	0.9
CCCCn1c(O)c(C(CC)=NCc2ccco2)c(=O)[nH]c1=O	0.8	-6.6	1	1.1	9.5	8.0	17.7	1	-10.6	0.9
OC1(c2ccccc2F)CC2CCC(C1)N2CCN1CCOCC1 (stereo not given)	1	-4.2	1	1	52.2*	10.3	1.0	1	-9.5	0.9
O=C(c1cccc(Cl)c1)C1CCCN(Cc2cccc3cnccc23)C1 (stereo not given)	1	-5.1	0.9	1.1	94.6*	23.1	2.8	0.9	-6.9	0.8
CC(C)CCNC(=O)c1c(N)n(CC2CCCO2)c2nc3ccccc3nc12 (stereo not given)	1.4	-5.4	0.8	1.1	11.0	28.5	-36.0	0.8	-36.1	0.7
CC1CN(c2ccc([N+](=O)[O-])cc2Cl)CCN1 (stereo not given)	0.9	4.8	0.5	1	9.5	33.7	8.6	0.8	-4.4	0.7
COC(=O)C1=Nc2ccccc2/C1=C\c1c(O)n(-c2ccc(OC)cc2)c(=O)[nH]c1=O	1	0.3	1.1	1	-2.8	6.3	-2.6	1.1	11.6	0.9
Cc1nonc1OCCNc1ccc([N+](=O)[O-])c2cccnc12	0.8	18.5	0.7	0.8	2.7	18.6	15.8	1	14.4	0.8
COC(=O)CN1C(=O)C2(C(C(=O)OC)=C(N)Oc3ccccc32)C2=C1CC(C)(C)CC2=O (stereo not given)	1	-4.1	1	1	-5.7	12.5	-1.4	0.9	-20.1	0.9
FC(F)(F)/C(=N\P(=S)(N1CCOCC1)N1CCOCC1)N1CCOCC1	1	0.6	1	1	-2.8	0.7	-0.8	1	-7.5	1
Cc1ccc(S(=O)(=O)NC(CC(=O)N2CCC3(CC2)OCCO3)c2ccco2)cc1 (stereo not given)	1	-5.0	1	1.1	-6.2	-5.1	1.6	1	-12.9	1.1
Cc1ccc(Cn2c(C)c3cnn(CC(=O)N4CCC5(CC4)OCCO5)c(=O)c3c2C)cc1	0.8	1.0	1	1	-5.0	11.7	17.8	1	-3.8	0.9
CN1CCC(N(C)c2ncnc3ccc(Br)cc23)CC1	0.9	-5.9	1	1.1	52.1*	7.1	6.9	0.9	-14.9	0.9
COc1ccc(CN2C(=O)NC(=O)/C(=C\c3cc(OC)c(OC)c(OC)c3)C2=O)cc1	0.9	-4.5	1	1	-6.6	3.9	13.9	1.1	-15.3	1
CC1(C)CC(CCNCc2ccc3c(c2)OCO3)(Cc2ccccc2)CCO1 (stereo not given)	1.3	-5.4	.	1.1	89.4*	.	-28.2	.	-3.0	.
Cn1cc(C(=O)N2CCCCC2)c2ccccc21	1	-4.4	1.1	1	0.2	-8.8	-1.0	1.2	-5.1	1.1

Some of these compounds in order of formula weight, ascending.
SMILES	bIAP act	TNAP inh hi DEA	PMI act hi M6P	TNAP act hiacc	L major viab	Diaph inh CS	bIAP inhibitor	PMI act	TNAP inh noacc	Diaph act CS
Cn1cc(C(=O)N2CCCCC2)c2ccccc21	1	-4.4	1.1	1	0.2	-8.8	-1.0	1.2	-5.1	1.1
CC1CN(c2ccc([N+](=O)[O-])cc2Cl)CCN1 (stereo not given)	0.9	4.8	0.5	1	9.5	33.7	8.6	0.8	-4.4	0.7
CN1CCC(N(C)c2ncnc3ccc(Br)cc23)CC1	0.9	-5.9	1	1.1	52.1*	7.1	6.9	0.9	-14.9	0.9
CC(C)CCNC(=O)c1c(N)n(CC2CCCO2)c2nc3ccccc3nc12 (stereo not given)	1.4	-5.4	0.8	1.1	11.0	28.5	-36.0	0.8	-36.1	0.7
Cc1ccc(S(=O)(=O)NC(CC(=O)N2CCC3(CC2)OCCO3)c2ccco2)cc1 (stereo not given)	1	-5.0	1	1.1	-6.2	-5.1	1.6	1	-12.9	1.1
COC(=O)CN1C(=O)C2(C(C(=O)OC)=C(N)Oc3ccccc32)C2=C1CC(C)(C)CC2=O (stereo not given)	1	-4.1	1	1	-5.7	12.5	-1.4	0.9	-20.1	0.9
Cc1ccc(Cn2c(C)c3cnn(CC(=O)N4CCC5(CC4)OCCO5)c(=O)c3c2C)cc1	0.8	1.0	1	1	-5.0	11.7	17.8	1	-3.8	0.9

2 of these compounds, set out differently.
CC1CN(c2ccc([N+](=O)[O-])cc2Cl)CCN1 (stereo not given)
  bIAP act: 0.9
  TNAP inh hi DEA: 4.8
  PMI act hi M6P: 0.5
  TNAP act hiacc: 1
  L major viab: 9.5
  Diaph inh CS: 33.7
  bIAP inhibitor: 8.6
  PMI act: 0.8
  TNAP inh noacc: -4.4
  Diaph act CS: 0.7

FC(F)(F)/C(=N\P(=S)(N1CCOCC1)N1CCOCC1)N1CCOCC1
  bIAP act: 1
  TNAP inh hi DEA: 0.6
  PMI act hi M6P: 1
  TNAP act hiacc: 1
  L major viab: -2.8
  Diaph inh CS: 0.7
  bIAP inhibitor: -0.8
  PMI act: 1
  TNAP inh noacc: -7.5
  Diaph act CS: 1

High-throughput results as filed in PubChem BioAssay.

A portion of the library (hit frequency here may not be typical).
